LmPK inh: qHTS Assay for Inhibitors of Leishmania Mexicana Pyruvate Kinase (LmPK). actives 0.37% (n = 290,000). Potency, µM (doses to about 57.5 µM), for inactives: at the highest dose activity change, negative = inhibition, usual class: inhibitors. AID 1721, 2009. purified LmPK, Kinase-Glo ATP luminescence, 1 h. Q27686; also: potency is read from the fitted curve at half-maximal effect
Target sequence (Q27686 whole entry, looked up): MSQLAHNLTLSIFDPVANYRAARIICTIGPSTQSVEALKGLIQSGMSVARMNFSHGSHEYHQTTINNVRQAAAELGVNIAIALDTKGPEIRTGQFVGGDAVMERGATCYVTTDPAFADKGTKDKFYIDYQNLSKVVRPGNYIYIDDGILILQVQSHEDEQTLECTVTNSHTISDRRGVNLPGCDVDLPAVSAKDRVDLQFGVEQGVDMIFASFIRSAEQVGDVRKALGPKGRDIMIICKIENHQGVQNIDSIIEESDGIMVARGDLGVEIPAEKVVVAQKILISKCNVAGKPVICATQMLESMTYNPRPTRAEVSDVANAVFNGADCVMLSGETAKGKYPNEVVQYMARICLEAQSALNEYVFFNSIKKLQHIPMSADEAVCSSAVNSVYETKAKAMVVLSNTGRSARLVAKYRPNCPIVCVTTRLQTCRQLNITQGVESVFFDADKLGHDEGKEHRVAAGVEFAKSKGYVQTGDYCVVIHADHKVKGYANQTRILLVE
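In 50 mM imidazole pH 7.2 with 7 mM MgCl2, LmPK (0.1 nM) turned over PEP (0.5 mM) and ADP (0.1 mM) for 1 h at room temperature. Luciferase read-out of ATP.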
AmpC no deterg: qHTS Inhibitors of AmpC Beta-Lactamase (assay without detergent); AmpC nitrocefin hydrolysis, absorbance 480 nm, 0.0001% Triton; AID 485341, 2010; Potency, µM (top dose mostly 57.1 µM), inactives show at the top dose activity change, negative = inhibition, actives largely listed as inhibitors; P00811; actives 0.52% (n = 330,000);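 also: potency is read from the fitted curve at half-maximal effect; plate controls were no compound for no effect and no enzyme for full effect; nearly all actives have a fitted effect of over 20% in size; some results filed as inactive show a strong effect at the top dose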
Target sequence (P00811 whole entry, looked up): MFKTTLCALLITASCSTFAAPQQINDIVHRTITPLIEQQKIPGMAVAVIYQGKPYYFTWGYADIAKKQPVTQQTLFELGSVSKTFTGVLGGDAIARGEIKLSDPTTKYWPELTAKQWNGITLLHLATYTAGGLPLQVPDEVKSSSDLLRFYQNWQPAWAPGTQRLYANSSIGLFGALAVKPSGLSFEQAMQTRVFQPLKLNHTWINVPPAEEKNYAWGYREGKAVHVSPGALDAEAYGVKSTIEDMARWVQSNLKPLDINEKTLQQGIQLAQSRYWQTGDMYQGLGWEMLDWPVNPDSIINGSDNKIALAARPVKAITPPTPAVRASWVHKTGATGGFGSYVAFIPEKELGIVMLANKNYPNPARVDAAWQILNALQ
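20 mM phosphate pH 7.0 + 0.01% (detergent screen) or 0.0001% Triton X-100; 5.3 nM AmpC reagent; cpd preinc 15 min RT; nitrocefin (800 uM stock) to start; A480 q20 s × 4 min; Activity was normalised to no-enzyme and no-compound control wells.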
Tb PYK inh: qHTS of Trypanosoma Brucei Inhibitors | pyruvate kinase (Trypanosoma brucei), Q57TT1 | TbPYK enzyme, Kinase-Glo Plus ATP luminescence, 45 min | Potency, µM (titrated, usually from 76.8 µM), inactives show top-dose activity, negative = inhibition, actives largely listed as inhibitors | actives 0.12% (n = 410,000) | AID 624173, 2012; also: potency is read from the fitted curve at half-maximal effect; nearly all actives have a fitted effect of over 50% in size
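Screened from lowest to highest concentration, compounds were pinned into TbPYK/substrate mixtures, and ADP (130 uM final) was added. Plates sat at room temperature for 45 min prior to Kinase-Glo Plus detection by luminescence.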
AMA1 RON2 block: qHTS for Inhibitors of AMA1-RON; Towards Development of Antimalarial Drug Lead: Primary Screen; actives 0.2% (n = 360,000); Potency, µM (titrated, usually from 58.2 µM), for inactives: at the highest dose activity change, negative = inhibition, actives largely listed as inhibitors; Plasmodium falciparum AMA1 (3D7) - RON2 peptide interaction; AlphaScreen AMA1-biotinylated RON2 peptide binding; AID 720542, 2013;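 also: potency is read from the fitted curve at half-maximal effect; 0% = vehicle wells and -100% = peptide control; nearly all actives have a fitted effect of over 45% in size; some results filed as inactive show a strong effect at the top dose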
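AMA1 (3D7) with his tag at 25 nM final met compounds first, then biotinylated RON2 peptide at 25 nM; detection used donor plus acceptor beads, 10 µg/mL apiece, read by AlphaScreen after 30 min at room temperature.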
HCMV inh: qHTS Assay for inhibitors of the human cytomegalovirus (HCMV); HFF cells, HCMV-luciferase reporter, 72 h; stronger effect = lower value; activity change, negative = inhibition, % at 57.5 µM; actives 4.5% (n = 410,000); AID 1259415, 2018; in the data active = activity change below about -60%; inconclusive = no clear call, values can overlap the other calls; inactive = above about -39%
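HFF cells seeded 16 h at 37C, treated with compounds, infected with luciferase-reporter HCMV at MOI 1 PFU/cell; luciferase read at 72 h post infection, normalized to buffer-only and Salinomycin controls.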
AmpC detergent: qHTS Inhibitors of AmpC Beta-Lactamase (assay with detergent). P00811. AmpC hydrolysis of nitrocefin, absorbance 480 nm, 0.01% Triton. Potency, µM (top dose mostly 114 µM), without a hit: at the highest dose activity change, negative = inhibition, actives largely listed as inhibitors. actives 0.041% (n = 370,000);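 also: potency is read from the fitted curve at half-maximal effect; 0% = no-compound wells and -100% = no-enzyme wells; nearly all actives have a fitted effect of over 25% in size; some results filed as inactive show a strong effect at the top dose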
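20 mM phosphate pH 7.0 + 0.01% (detergent screen) or 0.0001% Triton X-100; 5.3 nM AmpC reagent; cpd preinc 15 min RT; nitrocefin (800 uM stock) to start; A480 q20 s × 4 min; Activity was normalised to no-enzyme and no-compound control wells.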
HCV inhibitor: qHTS Assay for Inhibitors of Hepatitis C Virus (HCV); Huh7.5.1 HCVcc-Cre infection, luciferase reporter, 44 h; Potency, µM (top dose mostly 41.8 µM), without a hit: at the top dose activity change, negative = inhibition, hits mostly inhibitors; actives 3.4% (n = 340,000); also: potency is read from the fitted curve at half-maximal effect
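Infectious HCVcc-Cre (~0.5 moi) was added to cells just after compound, with cells seeded 4 h earlier at 1,000 per well. Luciferase activity after 44 h culture reported infection; substrate was incubated 15 min at room temperature before reading.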
An asterisk follows results filed as active; u = inconclusive; x = not tested or not shown; & = joins results of further samples; [ ] = another dose, or the depositor's remark. Unless noted, calls follow the shape of the dose curve; as a rule, active = well fitted curve in the direction sought with a large enough effect; inconclusive = small, poorly fitted or top-dose-only effect, or another doubt; inactive = no such curve, though single readings can be large; an effect the other way counts as inactive or inconclusive. Unless noted, % is scaled to controls: 0 for no effect and ±100 for the full control effect. Not a hit list; about 7.5% have a hit in one of these screens.

SMILES	LmPK inh	AmpC no deterg	Tb PYK inh	AMA1 RON2 block	HCMV inh	AmpC detergent	HCV inhibitor
COc1ccccc1C(=O)Nc1ccc2c(c1)nc(CN1CCCCC1)n2C	0%	-19%	7%&4%	30%[activator]	-5&-8	2%&26%	-14%
CC(=O)c1cc(OC(=O)c2ccncc2)ccc1OC(=O)c1ccncc1	-6%	-27%	4%	0%	-14	2%	13%
O=C1Nc2ccc([N+](=O)[O-])cc2C1=Nc1cccc(CO)c1	3%	-13%	-15%	-22%	46	-5%	16%
CCSc1nnc(CCNS(=O)(=O)c2ccc(C(C)=O)cc2)n1C	0%	26%	-2%	-17%	17	u	20%
O=C(NCCCNC(=O)C(F)(F)C(F)F)C(F)(F)C(F)F	-2%	-10%	-3%	10%	17	-15%	1%
CCOC(=O)c1c(N)n(-c2ccc(Cl)c(Cl)c2)c2nc3ccccc3nc12	x	x	-2%	x	u	10%	x
Cc1cccc(C(=O)N/N=C/C(C)Cc2ccc3c(c2)OCO3)c1 (stereo not drawn)	5%	-41%	2%	51%[activator]	31	-6%	22%
CCN(CC)S(=O)(=O)c1nnc(NC(=O)c2ccc(C)cc2)s1	x	x	-2%	x	26	26%	x
Cc1nc(CS(=O)(=O)c2ccccn2)sc1C(=O)NNC(=O)c1c(F)cccc1Cl	-3%	-10%	7%	20%	-35	-3%	9%
CC(=O)Nc1c(C)nn(-c2ccccc2)c1N1CCC(C(=O)NCc2ccccc2Cl)CC1	x	x	5%	x	-10	12%	x
Cc1ccc(C)c(NC(=O)c2cc(S(=O)(=O)NCCc3ccccc3)ccc2F)c1	x	x	1%	x	-26	0%	x
c1cc(N2CCCCC2)nc(N2CCCCC2)n1	x	x	9%	-2%	-9	x	-9%
Cc1cn([C@H]2C[C@H](O)[C@@H](/C=C/C(=O)NCCC(C)C)O2)c(=O)[nH]c1=O	x	x	3%	15%	9	x	x
COCCSc1nnc(NC(=O)C2CC(=O)N(CCc3ccc(F)cc3)C2)s1 (stereo not drawn)	2%	-1%	-2%	2%	-18	5%	-8%
CCc1cc(C(=O)OC)c(NC(=O)CCC(=O)O)s1	0%	-15%	-4%	3%	-28	-1%	3%
Cc1ccc(C)c(N2CCN(C(=O)c3cnc4c(-c5ccccc5)c(C)nn4c3C)CC2)c1	x	x	-3%	x	4	u	x
NC(=O)c1c(NC(=O)c2ccc(S(=O)(=O)N(CCCl)CCCl)cc2)sc2c1CCCCC2	-2%	-22%	-5%	28%	x	-4%	29%
CC(C)(C)/C(O)=C/c1nc2cc(Cl)ccc2oc1=O	2%	-22%	-5%	57%[activator]	-13	6%	-4%
COC(=O)c1ccccc1NC(=O)CC(=O)Nc1ccccc1C(=O)OC	1%	-6%	-1%	0%	40	0%	6%
O=C(Nc1nc2c(Br)cc(Br)cc2c(=O)s1)c1ccco1	0%	-14%	-2%	0%	34	2%	6%
COc1cc(Cl)c(C)cc1NC(=O)CN1C(=O)C2CCCCC2C1=O (stereo not drawn)	x	26%	-2%	6%[11.6 µM]	57	5%	10%
C[C@H](CO)N1C[C@H](C)[C@@H](CN(C)S(=O)(=O)c2ccc(F)cc2)Oc2c(NC(=O)Nc3ccc(C(F)(F)F)cc3)cccc2C1=O	x	208%[activator]	0%	2%	-20	x	-20%
CC(NC(=O)c1ccco1)c1ccc2c(c1)OCCO2 (stereo not drawn)	-5%	-22%	-2%	0%	9	-15%	-15%
O=C(CNC(=O)c1cc(Cl)nc2ccccc12)Nc1ccccc1Br	x	-3%	3%	0%	-7	4%	-14%
COc1ccc(NC(=O)Nc2ccc(F)cc2F)c(C)c1	-4%	-13%	10%	-5%	8	-6%	-5%
O=C(c1ccc(-c2ccc(Cl)cc2)o1)N1CCN(c2ccc([N+](=O)[O-])cc2Cl)CC1	-2%	0%	-2%	-29%	-80*	0%	u
CCN(CC)S(=O)(=O)c1ccc(NC(=O)c2c(C)oc3ncnc(N4CCCCC4)c23)cc1	x	x	-2%	x	-6	14%	x
COc1cc(/C=C2/C(=O)N(c3cccc(Br)c3)N=C2C)cc(OC)c1O	-17%	-49%	-18%	0%	-17	-2%	1%
CN(C)c1ncnc2c1ncn2[C@H]1CN(Cc2cccs2)C[C@@H](CO)O1	x	x	-6%	4%	19	x	x
COc1ccc(CN(CC(=O)NCCc2ccccc2)C(=O)CCC(=O)Nc2cc(C)ccn2)cc1	0%	42%	2%	28%	-33	-3%	2%
O=C(NCCCc1ccccc1)c1ccc(CS(=O)Cc2ccc(Cl)cc2)o1 (stereo not drawn)	2%	95%[activator]	-8%	-1%	-18	2%	u
O=C(c1ccccc1)N1CCCC(c2ccc(Cl)cc2)=N1	5%	91%[activator]	3%	-6%	-24	-14%	u
Cn1cc(S(=O)(=O)N2CCCC2)cc1C(=O)NCCc1ccccc1	1%	-17%	-6%	8%	18	u	u
c1ccc(-c2csc(-n3cnnn3)n2)cc1	0%	-39%	0%	0%	-7	4%	u
Cc1nnsc1C(=O)Nc1ccccc1Cl	-6%	-2%	-3%	10%	-21	-10%	11%
O=C(O)Cc1cc(C(=O)Nc2ccc(Br)cc2)sc1-c1ccccc1	5%	-24%	x	x	x	u	2%

In the list so far, four contain a thiophene ring, fused or not.
SMILES	LmPK inh	AmpC no deterg	Tb PYK inh	AMA1 RON2 block	HCMV inh	AmpC detergent	HCV inhibitor
CCc1cc(C(=O)OC)c(NC(=O)CCC(=O)O)s1	0%	-15%	-4%	3%	-28	-1%	3%
NC(=O)c1c(NC(=O)c2ccc(S(=O)(=O)N(CCCl)CCCl)cc2)sc2c1CCCCC2	-2%	-22%	-5%	28%	x	-4%	29%
CN(C)c1ncnc2c1ncn2[C@H]1CN(Cc2cccs2)C[C@@H](CO)O1	x	x	-6%	4%	19	x	x
O=C(O)Cc1cc(C(=O)Nc2ccc(Br)cc2)sc1-c1ccccc1	5%	-24%	x	x	x	u	2%

Next records
SMILES	LmPK inh	AmpC no deterg	Tb PYK inh	AMA1 RON2 block	HCMV inh	AmpC detergent	HCV inhibitor
CSc1nnc(C)c(=O)n1COC(=O)COc1ccc(F)cc1	4%	15%	-13%	-1%	-10	2%	15%
CC(C)Cn1c(N)c(C(=O)CCl)c(=O)n(C)c1=O	0%	-14%	12%	4%	10	-10%	u
NC(=O)c1ccc(N=Nc2c(O)[nH]c(=O)[nH]c2=O)cc1	0%	-11%	x	x	x	-11%	-8%
O=C(O)COc1ccc2oc3ccccc3c2c1	4%	-18%	3%	0%	-10	1%	23%
COc1ccc(-n2nnnc2C(c2ccnc3ccccc23)N2CCN(C/C=C/c3ccccc3)CC2)cc1 (stereo not drawn)	x	x	6%	0%	-24	x	x
COc1ccc(C(=O)OCCCc2cc3ccccc3c(=O)o2)cc1	x	-20%	2%	11%	u	-6%	-18%
CCOC(=O)CSc1nc(C)c2cccc(C)c2n1	3%	1%	0%	6%	36	8%	4%
CCOC(=O)C1=C(CN2CCSCC2)NC(=O)NC1c1ccc2c(c1)OCO2 (stereo not drawn)	-3%	-9%	-2%	-2%	-29	u	18%
Cc1cc(/C=C2\SC(=O)NC2=O)c(C)n1-c1ccc(N2CCOCC2)cc1	5%	-29%	0%	-1%	14	-4%	0%
Cc1ccc(N(C(=O)c2ccc(CN3CCOCC3)o2)C(C(=O)NCCC(C)C)c2cccs2)c(C)c1 (stereo not drawn)	3%	295%[activator]	-1%	0%	11	-3%	6%
Cc1cc(O)c(C(C)C)cc1N=Cc1ccccc1[N+](=O)[O-]	x	x	-30%	0%	-1	x	u
Cc1ccc(OCCN2CCN(C)CC2)c([N+](=O)[O-])c1	-2%	-15%	39%[activator]	25µM*	11	u	0%
CCOc1ccccc1Nc1ccc(C(=O)O)cc1NC(C)=O	4%	-9%	-8%	1%	32	2%	6%
Cc1onc(-c2ccccc2)c1C(=O)N1CCCN2C(=O)c3ccccc3C21 (stereo not drawn)	2%	12%	2%	2%	-7	3%	14%
Cc1ccc(Nc2nnc(-c3cc4c(ccc5ccccc54)oc3=O)s2)cc1	x	x	5%	x	42	-12%	x
CC(=O)Nc1ccc(S(=O)(=O)N2CCN(c3cc(C)ccc3C)CC2)cc1	-6%	35%	6%	-9%	-19	u	-9%
Cc1nn(-c2ccccc2)c(C)c1NC(=O)Cc1cccs1	-1%	4%	1%	2%	31	0%	-11%[8.37 µM]
O=C(Nc1ccc(N2CCOCC2)c(Cl)c1)c1ccco1	-6%	-21%	-9%	6%	74	u	u
C[C@@H]1CC[C@]2(O[C@H](CCO)C[C@H](O)[C@H]2O)O1	x	x	3%	2%	-7	x	50%[activator]
O=C(CSCC(=O)Nc1cccc2ccccc12)Nc1cccc2ccccc12	1%	u	1%	0%	41	-5%	-3%
CC(=O)N1CC2(C)CN(C(C)=O)CC(C)(C1)C2	2%	-7%	5%	-13%	11	-2%	21%
CCc1ccc(NC(=O)CSc2nc(N)c(NC(=O)c3ccc(F)c(F)c3)c(=O)[nH]2)cc1	-7%	-16%	1%	-6%	-10	3%	10%
CCc1c(C)nc2cc(-c3ccc(OC)c(OC)c3)nn2c1N1CCCC1	7%	203%[activator]	-1%	-2%	u	-8%	1.8µM*
OC(C#Cc1ccccc1)(c1ccccc1)c1ccccc1	x	x	4%	11%	12	x	u
COc1ccc(S(=O)(=O)N(C)CC(=O)NCCN2CCOCC2)cc1C	6%	-1%	5%	-1%	-5	-15%	15%
O=C(CCn1c(=O)c2ccccc2n(Cc2cc(=O)n3ccccc3n2)c1=O)NCc1ccco1	-4%	0%	0%	-4%	-37	-16%	-6%
O=C(CN1CCCCCC1)Nc1ccc(S(=O)(=O)N2CCCCC2)cc1	5%	-19%	8%	-14%	16	4%	-2%
CNC(=O)c1c(NC(=O)Cc2coc3ccc(OC)cc23)sc2c1CCCC2	x	x	-5%	x	-21	0%	x
Cc1nn(C(C)C(=O)NCc2ccco2)c(=O)c2nn(-c3ccccc3)c(C)c12 (stereo not drawn)	0%	-7%	8%&0%	9%	1&4	-4%&0%	-1%

Screening data as filed in PubChem.
